Screening results (PubChem BioAssay)
HIF activator – HIF pathway transcriptional activation; U2OS HRE-luciferase reporter, luminescence; normalized: DMSO 0%, desferrioxamine 100%; AID 1910; 0.32% of 300,000 active; activation, % at 7.5 µM (by protocol);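 active = mean activation of at least 10% of the iron chelator positive control signal, with at least half of replicates also reaching 10%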
TRPC4 act – TRPC4 (mouse) channel activation; HEK293 TRPC4beta/mu-opioid, Fluo4 calcium fluorescence; stronger effect = higher value; 0.49% of 310,000 active; B-score at 10 µM; Q9QUQ5;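 active = B-score above 5 SD of library B-scores, and initial fluorescence ratio not above library mean plus 5 SD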;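 also: positive B-score marks a calcium rise read as TRPC4 activation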
Target sequence (Q9QUQ5 whole entry, looked up): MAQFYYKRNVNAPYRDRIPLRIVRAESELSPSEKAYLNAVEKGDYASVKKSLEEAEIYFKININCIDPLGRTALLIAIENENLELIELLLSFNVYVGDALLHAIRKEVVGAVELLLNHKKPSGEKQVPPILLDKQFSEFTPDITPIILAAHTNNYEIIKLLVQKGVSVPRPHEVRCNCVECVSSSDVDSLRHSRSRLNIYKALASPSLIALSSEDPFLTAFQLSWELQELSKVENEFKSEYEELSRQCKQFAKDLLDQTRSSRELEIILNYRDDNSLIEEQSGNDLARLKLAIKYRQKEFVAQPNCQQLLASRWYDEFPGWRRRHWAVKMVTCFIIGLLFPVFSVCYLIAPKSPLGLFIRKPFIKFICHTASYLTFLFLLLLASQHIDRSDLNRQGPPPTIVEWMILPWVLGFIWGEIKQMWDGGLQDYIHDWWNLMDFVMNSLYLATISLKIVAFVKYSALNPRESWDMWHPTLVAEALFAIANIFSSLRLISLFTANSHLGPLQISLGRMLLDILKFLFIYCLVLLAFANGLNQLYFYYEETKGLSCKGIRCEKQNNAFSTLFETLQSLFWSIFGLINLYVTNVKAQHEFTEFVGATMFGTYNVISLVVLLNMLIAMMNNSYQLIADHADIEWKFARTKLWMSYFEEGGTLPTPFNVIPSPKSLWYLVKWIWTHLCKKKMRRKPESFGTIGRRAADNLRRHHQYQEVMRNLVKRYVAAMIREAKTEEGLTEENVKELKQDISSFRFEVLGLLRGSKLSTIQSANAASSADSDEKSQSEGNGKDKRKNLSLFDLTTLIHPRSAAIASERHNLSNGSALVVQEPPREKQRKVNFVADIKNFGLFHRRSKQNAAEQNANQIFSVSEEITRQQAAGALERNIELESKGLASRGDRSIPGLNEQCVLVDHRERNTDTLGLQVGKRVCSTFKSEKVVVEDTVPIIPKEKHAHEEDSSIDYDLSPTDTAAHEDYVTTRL
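Assay system: HEK293 stable line with TRPC4beta plus mu-opioid receptor; schedule: 45 min room-temperature Fluo4 loading, 110 s read; technique: kinetic Fluo4 calcium fluorescence; evaluation: integrated baseline-normalised fluorescence ratio, converted to per-well B score; controls: buffer (low) and maximal DAMGO (high)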
MrgX1 allo act – human MrgX1 positive allosteric modulation, primary screen. MrgX1-HEK293, Fluo-4 calcium flux, FDSS; stronger effect = higher value. B-score at 10 µM. 0.63% of 310,000 active. AID 588675;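 active = plate-corrected calcium response at least 3 library SD above typical, normal starting fluorescence, not activating the receptor alone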;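 also: compound read alongside a low EC10 to EC30 dose of BAM8-22 agonist; peak minus trough fluorescence over baseline measured at the second addition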
AI-2 QS mod – modulates the Vibrio harveyi AI-2 quorum sensing system | activity change, % at 7.5 µM | 0.4% of 300,000 active | Vibrio harveyi JMH597 AI-2 luminescence/OD600 ratio, 9 h; stronger effect = lower value; strain lacks LuxN and CqsS sensors; 0 = neutral-control median | AID 2094; in the data active = activity change below about -75%, passing the limit was not always enough;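 also: luminescence divided by OD600 gain over 9 h not by final OD600 alone; inactives centre near 13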
TRPC4 block – inhibitors of mouse TRPC4 channel | 0.39% of 300,000 active | HEK293 TRPC4beta/mu-opioid, DAMGO-evoked Fluo4 calcium flux; stronger effect = lower value | B-score at 10 µM | Q9QUQ5;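 active = B-score over 3 SD under the library average, no early fluorescence shift, positive overall ratio signal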
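Assay system: Stable TRPC4beta/mu-opioid receptor HEK293 cells | Reagent: DAMGO in two steps, submaximal then maximal | Compound dosing: Single concentration per test compound | Signal: Fluo4 Ca2+ flux fluorescence | Evaluation: Per-well B score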
MrgX1 ag – agonists of human MrgX1 receptor; Q96LB2; MrgX1-HEK293 cells, Fluo-4 calcium fluorescence, agonist mode; stronger effect = higher value; B-score at 10 µM; 0.44% of 310,000 active; AID 588627;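 active = calcium response B-score plate-corrected fluorescence ratio at least 3 library SD, with starting fluorescence B-score inside 5 SD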
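times = overnight plating, then 30 min 37 °C plus 30 min room-temperature dye loading | assay system = stable human MrgX1 HEK293 cell line | input = fifteen thousand cells per well | signal = kinetic calcium dye fluorescence, Fluo-4 NW | dosing = compound delivered in addition one of three | read-out = B-scored fluorescence response ratio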
PolyA inh – blocks polyadenylation in yeast reporter cells. S. cerevisiae SKY197-pL101 polyadenylation reporter, beta-gal luminescence; efflux-impaired pdr1/pdr3 knockout yeast; score 100 = 6 SD above DMSO. calls only at 12 µM. 0.02% of 300,000 active;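 active = lowest replicate activity score at least 50, where 100 means six control SD above control mean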;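 also: yeast exposed to compound for 9 h at 30 °C; higher score means more reporter readthrough which indicates perturbed polyadenylation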
TRPC4 PAM – allosteric potentiators of mouse TRPC4 channel | Q9QUQ5 | HEK293 TRPC4beta/mu-opioid, DAMGO EC20, Fluo-4 Ca2+ flux; stronger effect = higher value | B-score at 10 µM | AID 2227 | 0.42% of 310,000 active;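 active = B-score of calcium response area above 5 SD of library B-scores, with initial fluorescence ratio within 5 SD of library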;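 also: B-score of integrated fluorescence ratio over time as area under calcium response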
TRPC6 act – activates the mouse TRPC6 cation channel; Q61143; 0.13% of 310,000 active; B-score at 10 µM; HEK293-TRPC6 membrane potential dye fluorescence; stronger effect = higher value; AID 2550;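 active = B-score of the integrated fluorescence ratio above library mean plus 3 SD, and starting fluorescence ratio within library mean plus 5 SD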;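 also: higher score means more depolarization so channel activation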
MrgX1 antagonist – antagonists of human MrgX1 receptor. Q96LB2. MRGX1-HEK293 calcium flux, Fluo-4, BAM8-22 antagonism; stronger effect = lower value. B-score at 10 µM. 1.3% of 310,000 active;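 active = calcium-response B-score plate-corrected more than 3 library SD below zero, starting fluorescence within 5 deviations, no agonist response on first addition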;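 also: peak minus trough fluorescence over baseline after final BAM8-22 challenge near maximal dose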
TRPC6 inh – inhibitors of mouse TRPC6 channel; Q61143; HEK293-TRPC6, membrane potential dye, ACh-evoked depolarization; stronger effect = lower value; B-score at 10 µM; 1.1% of 310,000 active;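 active = B-score under library mean minus 3 SD, initial fluorescence not abnormally high, positive integrated signal ratio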;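 also: B-score derived from integrated fluorescence ratio over the kinetic read; more negative B-score means stronger inhibition of depolarization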
The depositor's hits bear a star; i = inactive; · = no result given.

canonical_smiles	HIF activator	TRPC4 act	MrgX1 allo act	AI-2 QS mod	TRPC4 block	MrgX1 ag	PolyA inh	TRPC4 PAM	TRPC6 act	MrgX1 antagonist	TRPC6 inh
O=C(Nc1cccc(Cl)c1)Nc1ccon1	0.2	i	i	11	i	i	i	i	i	i	i
Cc1cc(C)n(-c2ccc(C(=O)Nc3ccc4c(c3)OCO4)cc2)n1	1.5	i	i	16	i	i	i	i	i	i	i
Cc1cc(OCC(=O)NC2CCCCC2)ccc1Cl	1.0	i	i	14	i	i	i	27*	i	i	i
COc1ccc(S(=O)(=O)N2CCN(CC(=O)Nc3cccc(F)c3)CC2)cc1	-0.1	i	i	-12	i	i	i	i	i	i	i
CCOc1ccc(N2CCCn3c2nc2c3c(=O)n(CCc3ccccc3)c(=O)n2C)cc1	-0.2	i	·	12	i	·	i	i	i	·	i
O=C(Nc1cccc(C(F)(F)F)c1)c1sc(Cl)nc1C(F)(F)F	1.2	i	i	-8	i	i	·	i	i	i	i
CCOc1cc(CN2CCN(CCc3ccccc3)C(CCO)C2)ccc1OC (stereo not given)	-0.1	i	i	6	i	i	i	i	i	i	i
COCC1CCN(C(=O)c2cc(COc3ccc(C)c(C)c3)on2)C1 (stereo not given)	0.0	i	i	23	i	i	i	i	i	i	i
CCc1ccc(NC(=O)c2ccc(-n3cncn3)c([N+](=O)[O-])c2)cc1	0.3	i	i	21	i	i	i	i	i	i	i
O=C(NC1CCS(=O)(=O)C1)/C(=C\c1ccco1)NC(=O)c1ccccc1 (stereo not given)	0.2	i	i	35	i	i	i	i	i	i	i
O=C(CCn1c(=O)sc2ccccc21)Nc1nc2ccccc2s1	0.4	i	i	13	i	i	i	i	i	i	i
COc1ccc(CN2C(=NC(=O)CCC3CCCC3)SC3CS(=O)(=O)CC32)cc1 (stereo not given)	0.3	i	i	19	i	i	i	i	i	i	i
CCn1cc(C(=O)N2CCN(c3ccccc3OC)CC2)c2cc(OC)c(OC)cc2c1=O	-0.4	i	i	15	i	i	i	i	i	i	i
COc1cccc(C(C(=O)NC2CCCC2)N(C(=O)c2csnn2)C2CC2)c1 (stereo not given)	-12	i	i	20	i	i	i	i	i	i	i
O=C(CCCCN1CCCCC1)c1ccc2c(c1)Cc1ccccc1-2	-0.4	i	i	7	i	i	i	i	i	i	i
CCC(=O)N(CC(=O)Nc1sc(C)c(C)c1C(N)=O)C1CCCC1	-0.2	i	i	1	i	i	i	i	i	i	i
CCCNC(=O)c1onc(CSc2ccc(Cl)cc2)c1C(=O)NCCC(C)C	-0.3	i	i	11	i	i	i	i	i	i	i
CC(C)=CC(=O)OCc1cc([N+](=O)[O-])cc2c1OCOC2	3.6	i	i	-2	i	i	i	i	i	i	i
O=C(CCN1C(=O)c2ccccc2S1(=O)=O)Nc1nc2c(s1)CCCC2	1.0	i	i	-31	i	i	i	i	i	i	i
CSc1nnc(-c2cnccn2)n1Cc1ccccc1	-0.2	i	i	37	i	i	i	i	i	i	i
C/C(=N\N=C(N)N)c1ccc(Cl)c(Cl)c1	-0.1	i	14*	27	i	i	i	i	i	i	i
Cc1ccc(-n2cc(CN3CCC(CO)(Cc4cccc(C(F)(F)F)c4)CC3)cn2)cc1	-0.2	i	i	0	i	i	i	i	i	i	i
C/C(N)=C(/C#N)C(=O)COC(=O)CSc1ccc2ccccc2c1	0.0	i	i	14	i	i	i	i	i	i	i
CC(=O)Nc1ccc(NC(=O)c2c(C)noc2C)cc1	-0.3	i	i	12	i	i	i	i	i	i	i
Cc1ccccc1S(=O)(=O)/N=C(/Nc1c(C)n(C)n(-c2ccccc2)c1=O)c1ccccc1	-0.6	i	i	2	i	i	i	i	i	i	i
CC1Sc2ccc(S(=O)(=O)N3CCC(C(=O)N(C)Cc4ccco4)CC3)cc2NC1=O (stereo not given)	0.5	i	i	16	i	i	i	i	i	i	i
CN(CCOc1ccc(Br)cc1)CC(=O)Nc1cccc(S(=O)(=O)NC2=NCCC2)c1	-0.2	i	i	18	i	i	i	i	i	i	i
COc1ccc(OC)c(/C=C2\SC(=S)N(N3CCOCC3)C2=O)c1	0.3	i	i	-6	i	i	i	i	i	i	i
CCOc1ccc(CNC(=O)C(=O)c2cn(CC(=O)N3CCOCC3)c3ccccc23)cc1OC	0.3	i	i	6	i	i	i	i	i	i	i
Cc1nc2ccc(S(=O)(=O)Nc3ccccc3C)cc2s1	1.5	i	i	24	i	i	i	i	i	i	i
O=c1nc(-c2ccccc2)cc(C(F)(F)F)[nH]1	1.7	i	i	27	i	i	i	i	i	i	i
CC1(C)CC(=O)C(C=NC(CCC(N)=O)C(=O)O)=C(O)C1 (stereo not given)	-0.2	i	i	19	i	i	i	i	i	i	i
C/C(=N\Nc1ccc(C(F)(F)F)cn1)c1ccncc1	3.0	i	i	17	i	i	i	i	i	i	i
Nc1cc(N)nc(SCc2cc([N+](=O)[O-])cc3c2OCOC3)n1	0.3	i	i	18	i	i	i	i	i	i	i
CCn1c(=O)c2c(nc3n2CCCN3Cc2ccccc2)n(C)c1=O	-0.6	i	i	28	i	i	i	i	i	i	i
CC[C@@H](C)[C@H](CNC)NC[C@@H](Cc1cccc2ccccc12)NCCc1cccc(C(F)(F)F)c1	-0.3	97*	i	1	i	i	i	i	i	i	i
CCOC(=O)C1CCN(C(=O)C2(NC(=O)Nc3ccccc3Cl)CCCCC2)CC1	1.1	i	i	22	i	i	i	i	i	i	i
COc1ccc(CNCCSc2nnnn2C)c(OC)c1OC	0.2	i	i	12	i	i	i	i	i	i	i
Cc1sc2nc(SCC(=O)NCc3cccs3)[nH]c(=O)c2c1C	-0.8	i	i	30	i	i	i	i	i	i	i
Cc1cccc(N2C(=O)c3cccc4c(N)ccc(c34)C2=O)c1	-0.4	i	i	-3	i	i	i	i	i	i	i
O=C(COc1ccc2ccc(=O)oc2c1)NC1CCN(Cc2ccccc2)CC1	0.4	i	i	8	i	i	i	i	i	i	i
COc1cc(/C=C2\C(=N)N3N=CSC3=NC2=O)ccc1OS(=O)(=O)c1ccccc1[N+](=O)[O-]	0.7	i	i	46	i	39*	i	i	i	i	i
COc1ccccc1N(CC(=O)NC(C)(C)C)C(=O)C1CSC(=O)C1 (stereo not given)	-0.6	i	i	22	i	i	i	i	i	i	i
CC(C)[C@@H](C(=O)O)N(Cc1cccc(CN([C@H](C(=O)O)C(C)C)S(C)(=O)=O)c1)S(C)(=O)=O	-0.1	i	i	16	i	i	i	i	i	i	i
O=S(=O)(NCC(c1cccnc1)N1CCN(Cc2ccccc2)CC1)c1ccc(F)cc1 (stereo not given)	0.3	i	i	1	i	i	i	i	i	i	i
Cc1nn(Cc2ccccc2)c(C)c1NC(=O)CSc1nnc(-c2cc(Cl)ccc2O)n1C	-0.1	i	i	-4	i	i	i	i	i	i	i
Cc1nn(C)c(C(=O)NNC(=O)NC2CCCCC2)c1Cl	-9.6	i	·	46	i	·	i	i	i	·	i
O=C(O)CC(NNC(=O)c1ccccc1)C(=O)Nc1ccc([N+](=O)[O-])cc1 (stereo not given)	0.1	i	i	5	i	i	i	i	i	i	i

Part of the list above, reformatted:
The line under a structure holds: HIF activator | TRPC4 act | MrgX1 allo act | AI-2 QS mod | TRPC4 block | MrgX1 ag | PolyA inh | TRPC4 PAM | TRPC6 act | MrgX1 antagonist | TRPC6 inh
O=S(=O)(NCC(c1cccnc1)N1CCN(Cc2ccccc2)CC1)c1ccc(F)cc1 (stereo not given)
→ 0.3 | i | i | 1 | i | i | i | i | i | i | i
Cc1nn(C)c(C(=O)NNC(=O)NC2CCCCC2)c1Cl
→ -9.6 | i | · | 46 | i | · | i | i | i | · | i

Additional entries
canonical_smiles	HIF activator	TRPC4 act	MrgX1 allo act	AI-2 QS mod	TRPC4 block	MrgX1 ag	PolyA inh	TRPC4 PAM	TRPC6 act	MrgX1 antagonist	TRPC6 inh
Clc1ccc(-c2nc3cnccn3c2Nc2ccc3c(c2)OCO3)cc1	0.1	i	i	17	i	i	i	i	i	i	i
Cc1nnc2ccc(N3CCC4(CC3)OCCO4)nn12	0.0	i	i	22	i	i	i	i	i	i	i
COC(=O)[C@@H](NC(=O)O[C@@H]1C(=O)c2ccc(OC)cc2O[C@H]1c1cccc(C(F)(F)F)c1)C(C)C	-0.4	i	i	8	i	i	i	i	i	i	i
CCOC(=O)C1CCCN(C(=O)C2CCN(c3nnc(-n4cccc4)s3)CC2)C1 (stereo not given)	-0.2	i	i	11	i	i	i	i	i	i	i
Cc1n[nH]c(C)c1S(=O)(=O)N1CCCC(C(=O)NCc2cccs2)C1 (stereo not given)	-0.7	i	i	15	i	i	i	i	i	i	i
Cc1ccc(S(=O)(=O)N(CC(=O)N2CCCCCC2)c2ccccc2)cc1	0.1	i	i	13	i	i	i	i	i	i	i
COc1ccccc1C1=NOC(Cn2c(NCCCO)nc3c2c(=O)n(C)c(=O)n3C)C1 (stereo not given)	0.2	i	i	4	i	i	i	i	i	i	i
COc1ccc2c(c1)cc(C(=O)N[C@@H](Cc1ccccc1)C(=O)O)n2C	-4.8	i	i	-2	i	i	i	i	i	i	i
CC(C)c1ccc(N(CC(=O)NCC2CCCO2)C(=O)CCC(=O)Nc2nccs2)cc1 (stereo not given)	-2.1	i	i	24	i	i	i	i	i	i	i
O=C1c2ccccc2NC(c2c(Cl)cccc2Cl)N1Cc1ccccc1 (stereo not given)	0.0	i	i	-3	i	i	i	i	i	i	i
CC(=O)NC(=S)Nc1ccc(NC(=O)c2cccs2)cc1	1.4	i	i	7	i	i	i	i	i	i	i
Cc1ccc(CNc2oc(-c3ccco3)nc2S(=O)(=O)c2ccccc2)cc1	0.2	i	i	16	i	i	i	i	i	i	i
CC(C)c1nc(SCC(=O)N2CCc3ccccc32)n[nH]1	0.5	i	i	34	i	i	i	i	i	i	i
CS(=O)(=O)c1nc(-c2ccccc2)c(-c2ccccc2)[nH]1	-0.3	i	i	46	i	i	i	i	i	i	i
O=C(CC1Oc2ccccc2NC1=O)NC1CCCC1 (stereo not given)	·	i	i	11	i	i	i	i	i	i	i

The list is partial. The share of hits here may be higher or lower than overall.
